Source: PubChem
All columns: NCI-60 one-dose screen, growth in % after 48 h at 10 µM unless noted; 100 = growth as untreated, 0 = no growth, -100 = all killed.
SF-539 = SF-539 CNS cancer | hit rate 6.8% among 81,000
SNB-75 = SNB-75 CNS cancer. hit rate 5% among 79,000. AID 1794750
HCC-2998 = HCC-2998 colon cancer. hit rate 4.7% among 79,000. AID 1794799
SNB-19 = SNB-19 CNS cancer cells | hit rate 2.5% among 81,000 | AID 1794751
HT29 = HT29 colon cancer | hit rate 7.4% among 81,000
SF-295 = SF-295 CNS cancer cells | hit rate 5.6% among 79,000 | AID 1794758
SW-620 = SW-620 colon cancer; hit rate 5.2% among 82,000; AID 1794795
KM12 = KM12 colon cancer cells; hit rate 5% among 82,000
SF-268 = SF-268 CNS cancer cells; hit rate 3.1% among 82,000
* = called active by the depositor; . = no result given; [ ] = another dose, or the depositor's remark. How the source made its calls: active means growth percent below 10; inactive means the rest.

No.	Molecule	SF-539	SNB-75	HCC-2998	SNB-19	HT29	SF-295	SW-620	KM12	SF-268
1	CCOc1nc2cccc(C(=O)OC(C)OC(=O)OC3CCCCC3)c2n1Cc1ccc(-c2ccccc2-c2nn[nH]n2)cc1 (configuration not stated)	94.9	93.8	64.6	84.0	59.7	48.7	92.4	61.6	82.2
2	COc1cccc(OC)c1OC(=O)c1ccccc1	99.1	82.5	94.3	104.3	106.7	79.5	101.8	108.9	111.4
3	Oc1ccc(/C=N/Nc2nc(N/N=C/c3ccc(O)c(O)c3)nc(N3CCCCC3)n2)cc1O	98.8	104.0	105.0	86.3	113.4	99.6	93.7	100.3	102.6
4	CCOC(=O)C1=C(CC)NC(=O)N(C)C1c1ccccc1 (configuration not stated)	90.8	71.6	101.5	89.9	102.2	93.1	99.7	101.6	104.0
5	CC(C)(COS(=O)(=O)Cc1ccccc1)COS(=O)(=O)Cc1ccccc1	104.2	89.6	101.2	104.9	99.4	101.6	100.9	97.1	94.8
6	NCCn1cc(-c2nc(-c3c[nH]c4ncccc34)cs2)c2cc(Br)ccc21	84.2	72.7	100.2	79.3	31.0	102.5	7.1*	65.2	82.8
7	Fc1cc(F)c(-c2cnc3nonc3n2)cc1F	105.4	97.3	107.2	100.7	99.9	108.8	105.2	102.9	99.1
8	COc1ccc(C2C(C(C)=O)=C(C)NC(C)=C2C(C)=O)cc1	94.4	80.5	84.7	91.0	99.1	107.0	110.1	111.9	105.8
9	CC(C)(C)c1ccccc1[N+](=O)[O-]	99.5	100.1	97.6	107.8	100.8	95.9	102.1	103.5	97.3
10	C(=C\c1cc2ccccc2o1)/c1cc(/C=C/c2cc3ccccc3o2)n(-c2ccccc2)n1	98.2	90.7	98.7	108.2	84.1	93.7	103.7	93.4	102.8
11	COC(=O)CNC(=O)[C@H](Cc1ccccc1)NCc1ccncc1	102.2	92.4	103.4	97.7	86.6	99.0	101.7	103.2	107.1
12	Nc1ccc(C(=O)OCCCN(C2CCCCC2)C2CCCCC2)cc1	93.7	100.4	94.8	103.8	97.9	100.6	109.1	108.3	113.9
13	Cc1nc2ccc(Cl)cc2n1C	105.6	102.8	110.9	99.5	98.8	104.1	108.4	104.0	102.9
14	COC(=O)c1cc(OC)cc(OC)c1	100.8	83.6	99.6	95.3	96.1	98.6	91.0	103.3	103.3
15	O=P(O)(O)c1ccccc1Cl	101.0	93.8	100.3	105.5	108.4	100.4	110.0	102.4	93.6
16	O=c1[nH]c2ccc(Oc3ncccn3)cc2c(=O)n1Cc1cccc(NC(=S)Nc2c(Cl)cccc2Cl)c1	104.2[8.75 µM]	89.6[8.75 µM]	104.2[8.75 µM]	92.6[8.75 µM]	109.5[8.75 µM]	60.4[8.75 µM]	95.4[8.75 µM]	88.4[8.75 µM]	89.9[8.75 µM]
17	N=c1c2cc(-c3ccccc3)oc2ncn1NC(=O)c1ccccc1	93.1	.	103.0	97.0	105.4	98.3	100.4	97.5	96.9
18	Nc1ncc([N+](=O)[O-])cn1	104.8	99.1	106.9	95.6	81.2	104.8	103.8	101.2	98.4
19	CSc1nnc2n(Cc3ccccc3)c(=O)c3c4c(sc3n12)CCCC4	89.5	102.9	101.8	98.1	86.0	58.8	106.9	122.8	86.7
20	COc1ccc(CCC2=C(C)Nc3ncnn3C2c2ccc(OC)cc2)cc1 (configuration not stated)	100.7	127.9	99.3	103.6	96.4	101.8	105.6	107.9	106.1
21	Nc1ccc(Nc2ccc([N+](=O)[O-])cc2S(=O)(=O)O)cc1	97.4	.	100.7	118.2	86.5	101.0	100.8	107.2	113.0
22	COc1ccc(Cc2nn(CC(=O)N/N=C/c3ccc(Br)cc3)c(=O)c3c(C)noc23)cc1	13.0	-30.1*	73.8	21.6	63.4	-4.7*	48.8	60.7	37.3
23	COc1ccc(N2C(=O)C3C/C(=C/N(C)C)C(=O)N3C2N(C)C)cc1 (configuration not stated)	100.1	96.7	100.7	102.2	103.1	103.8	111.6	105.9	105.5
24	NC(=O)C1C(=O)c2ccccc2C1(C[N+](=O)[O-])c1ccccc1 (configuration not stated)	94.6	98.8	105.3	103.9	110.5	127.8	107.2	110.5	112.0
25	CCCNC(=O)c1sc2ncnc(Oc3ccc(NC(=O)Nc4ccc(C)c(Cl)c4)cc3)c2c1C	78.8	93.3	125.1	89.7	93.8	94.0	105.3	97.5	79.4
26	O=CN1N=C(c2cccc(Nc3ccnc4cc(Cl)ccc34)c2)CC1c1ccccc1 (configuration not stated)	-7.5*	-9.3*	12.4	40.3	-2.0*	2.6*	34.2	19.7	36.9
27	COc1ccc(C2N(c3cc(OC)c(OC)c(OC)c3)C(=O)C2(F)F)cc1F (configuration not stated)	21.6	64.7	84.2	52.9	11.2	48.3	21.2	22.9	52.9
28	CCCC(=O)OCCCOCCCOc1ccccc1	103.7	106.3	114.7	107.2	104.2	107.5	107.4	108.7	100.3
29	O=C(Cn1ccccc1=O)Nc1ccccc1C(=O)c1ccccc1	103.5	85.8	101.0	92.2	104.9	96.8	99.0	101.5	98.4
30	CNC(=O)c1cc(-c2ccc(NC(=O)Nc3ccc(F)cc3)cc2)nc2cccnc12	97.3	66.8	124.9	102.6	107.0	92.6	110.0	101.0	90.9
31	COc1ccc(-c2csc(N/N=C/c3c(C)nn(-c4ccccc4)c3-n3ccnc3)n2)cc1	98.6	88.2	101.8	95.4	90.4	102.7	97.8	94.4	80.9
32	Cn1cc(-c2nc(N)nnc2-c2c[nH]c3ccc(Br)cc23)c2ccccc21	102.3	93.8	114.2	94.7	103.2	105.0	99.7	80.2	97.7
33	Cc1ccc(C(=O)c2ccc(CC(=O)N=Nc3c(O)[nH]c4ccccc34)n2C)cc1	92.4	59.2	114.6	80.0	93.4	95.6	91.7	100.6	88.1
34	CN(C)c1ccc(/C=N/NC(=O)CSc2ncnc3c2c(-c2ccccc2)cn3C2CCCCC2)cc1	101.4	.	94.3	95.6	107.6	99.5	99.9	94.5	95.0
35	CC(=O)Nc1nc(C)c(C(=O)N/N=C/N2CCCCC2)s1	99.3	81.6	20.3	102.6	108.9	127.2	105.7	128.1	111.3
36	O=C(CCN1C(=O)/C(=C/c2ccc(Cl)cc2)SC1=S)Nc1ncc(Cc2ccccc2)s1	97.8	95.4	102.9	100.1	106.0	101.0	104.2	108.7	98.3
37	OC[C@@H](O)[C@@H](O)[C@H](O)[C@@H](O)CO	126.2	104.8	105.1	108.1	106.7	112.0	110.7	119.3	118.9
38	Nc1nc(CC(=O)NCCc2ccccc2)nn1C(=O)c1ccc(Cl)cc1	119.5	93.3	103.2	102.2	96.7	118.9	109.8	115.8	112.6
39	C/C=C1/CCC2C3CCC4=CC(=O)CCC4C3CCC12C (configuration not stated)	97.7	87.0	116.0	107.9	91.8	105.3	89.7	101.2	89.9
40	CCn1c(Sc2nnc(NC(=O)CCN3CCCCC3)s2)nc2c1c(=O)n(C)c(=O)n2C	96.8	91.3	110.2	103.2	109.0	110.3	104.8	107.3	105.4
41	CCC(C)OC(=O)/C=C\C(=O)NC(N)=O (configuration not stated)	101.2	90.9	110.4	109.0	90.4	114.0	106.9	103.4	108.3
42	Cc1ccccc1OCc1nnc(-c2ccc(N3CCOCC3)cc2)o1	.	86.7	99.4	93.1	93.5	97.8	93.3	88.1	94.7
43	Cc1cccc(C(C)(C)C)c1	94.2	115.6	104.5	107.8	95.9	110.6	105.4	101.7	106.0
44	C/C(=N\O)C1(O)CCCCC1	99.2	91.7	108.9	105.0	109.7	110.4	101.3	94.6	82.7
45	CCOP(=O)(CCCCCCOc1cc(OC)c2c(c1OC)OCO2)OCC	96.7	93.1	100.2	97.6	96.9	95.4	98.0	99.9	91.4
46	O=[N+]([O-])c1cccc(CN(Cc2cccc([N+](=O)[O-])c2O)C2CCCCC2)c1O	93.0	87.1	105.2	97.3	98.5	108.2	95.8	101.2	97.2
47	COC(=O)Cc1ccccc1C(=O)OC	97.7	95.3	116.9	108.1	107.8	104.9	106.5	96.3	109.6
48	CCn1c(=O)sc2cc3ccccc3nc21	95.9	93.4	102.0	93.7	100.6	98.1	102.6	101.7	96.5
49	Clc1ccc(P(c2ccc(Cl)cc2)c2ccc(Cl)cc2)cc1	107.1	86.0	99.2	93.4	96.9	104.0	103.6	114.9	110.6
50	Cc1cccc2c(C(=O)c3ccc4c(c3)Sc3cc(C(=O)c5ccn6c(C)cccc56)ccc3N4)ccn12	88.6	77.5	101.7	103.3	82.7	74.2	114.9	105.3	101.8
51	OCCOCCOCc1ccccc1	104.8	95.4	109.7	110.2	102.0	94.6	115.6	111.4	105.1
52	O[C@H]1[C@H]2c3cc4c(cc3CN3CCC(=C[C@@H]1O)[C@H]23)OCO4	14.0	23.0	18.9	28.9	18.5	34.0	30.4	21.2	24.4
53	Cc1ccc(-c2csc(N3C(=O)c4ccccc4C3=O)n2)cc1	88.4	.	102.7	90.2	94.2	97.8	101.8	98.0	90.8
54	CCCCCCc1cc(-c2cc(CCCCCC)nc(N)n2)nc(N)n1	97.9	95.6	116.5	.	113.8	95.9	99.6	101.9	100.4
55	O=C(Cc1ccccc1Nc1c(Cl)cccc1Cl)NN1C(=O)/C(=C/c2ccc(F)cc2)SC1=S	101.7	98.6	103.6	98.3	102.1	98.3	106.4	104.9	99.7
56	CC1(C)CC[C@]2(C(=O)O)CC[C@]3(C)C(=CC[C@@H]4[C@@]5(C)C/C(=C/c6ccccc6)C(=O)C(C)(C)[C@@H]5CC[C@]43C)[C@@H]2C1	97.0	74.7	97.7	98.7	74.3	82.2	89.6	83.7	81.8
57	C[C@]12CC[C@@H]3c4ccc(O)cc4CC[C@H]3[C@@H]1C[C@H](O)C2	73.5	84.2	87.6	66.2	94.1	87.3	33.9	76.3	78.4
58	O=C1CN(c2ccccc2)C(=O)C1C(=O)Nc1ccc(Cl)c(Cl)c1 (configuration not stated)	-9.9*[100 µM]	6.4*[100 µM]	2.2*[100 µM]	3.4*[100 µM]	4.0*[100 µM]	1.0*[100 µM]	20.1[100 µM]	17.2[100 µM]	31.2[100 µM]
59	COc1cc(Cn2c(-c3ccccc3)c(Cl)c3c2-c2oncc2CC3)cc(OC)c1	93.9	94.8	84.4	85.3	56.1	61.0	15.8	41.7	68.8
60	C=CCn1c(SCC(=O)Nc2ccc(C(=O)/C=C/c3ccc(Cl)cc3)cc2)nnc1-c1cc(-c2ccccc2)nc2ccccc12	69.8	59.8	87.4	66.9	40.9	101.7	5.4*	76.5	76.0

Reprinted at random: 6 entries already listed.
No.	Molecule	SF-539	SNB-75	HCC-2998	SNB-19	HT29	SF-295	SW-620	KM12	SF-268
43	Cc1cccc(C(C)(C)C)c1	94.2	115.6	104.5	107.8	95.9	110.6	105.4	101.7	106.0
52	O[C@H]1[C@H]2c3cc4c(cc3CN3CCC(=C[C@@H]1O)[C@H]23)OCO4	14.0	23.0	18.9	28.9	18.5	34.0	30.4	21.2	24.4
58	O=C1CN(c2ccccc2)C(=O)C1C(=O)Nc1ccc(Cl)c(Cl)c1 (configuration not stated)	-9.9*[100 µM]	6.4*[100 µM]	2.2*[100 µM]	3.4*[100 µM]	4.0*[100 µM]	1.0*[100 µM]	20.1[100 µM]	17.2[100 µM]	31.2[100 µM]
56	CC1(C)CC[C@]2(C(=O)O)CC[C@]3(C)C(=CC[C@@H]4[C@@]5(C)C/C(=C/c6ccccc6)C(=O)C(C)(C)[C@@H]5CC[C@]43C)[C@@H]2C1	97.0	74.7	97.7	98.7	74.3	82.2	89.6	83.7	81.8
42	Cc1ccccc1OCc1nnc(-c2ccc(N3CCOCC3)cc2)o1	.	86.7	99.4	93.1	93.5	97.8	93.3	88.1	94.7
47	COC(=O)Cc1ccccc1C(=O)OC	97.7	95.3	116.9	108.1	107.8	104.9	106.5	96.3	109.6
